Source: PubChem BioAssay
Measles CPE – protection of cells from measles virus. Measles virus-infected cells, CPE protection, absorbance. protection (pct of control), % at 4 µM. 140,000 compounds, 1.5% hits. AID 841; in the data active means protection mostly above about 24%, no sharp cut-off; inactive means mostly below about 26%; further: some compounds called inactive have numbers as strong as hits
Yeast lifespan up – extends the lifespan of yeast. S. cerevisiae growth with nicotinamide, OD615; deaD strain in restrictive glucose medium. inhibition of the nicotinamide effect, % at 10 µM. 130,000 compounds, 0.68% hits;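 active means inhibition above a set limit, placed 3 SD over the median of all compounds, cut at about 26% in these data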;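 further: 0% = nicotinamide-treated wells and 100% = cells grown without nicotinamide; some compounds called inactive have numbers as strong as hits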
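System: DeaD-strain S. cerevisiae / Buffer or medium: CSMM-D, restrictive glucose (dextrose) synthetic minimal medium / Probe or stimulus: nicotinamide, 1.5 mM, co-present with compound / Compound: one concentration, 10 µM, DMSO 0.25% / Incubation: 48 h compound exposure at 30 °C, humidified / Technique: optical density (absorbance) at 615 nm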
PTEN del growth – PTEN-deleted cell growth suppression; HCT116 PTEN-null viability, CellTiter-Glo, 60 h; active compounds read low; viability, % at 10 µM; AID 827; 140,000 compounds, 1.2% hits;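 active means viability at or below a set limit, 4 SD under the median of all tested compounds, cut at about 3.7% in these data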;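 further: PTEN knockout HCT116 line with beta catenin targeted HCT116 as companion control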
bCat KO growth – beta-catenin-lacking colon tumor cell growth suppression. 140,000 compounds, 1.5% hits. viability, % at 10 µM. HCT116 beta-catenin knockout viability, CellTiter-Glo, 60 h; active compounds read low. AID 818;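 active means viability at or under a set limit, the compound median less 4 SD, cut at about 6% in these data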;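 further: 0% = Hyamine 1622 control at 20 µM and 100% = untreated cell control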
Phagocytosis inh – inhibitors of macrophage phagocytosis; inhibition, % at 5 µM; 110,000 compounds, 0.07% hits; J774A.1 macrophage IgG-bead phagocytosis, imaging;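 active means inhibition above the mean of the plate negative controls plus 5 SD, cut at about 13% in these data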;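 further: phagocytic index as fraction of beads internalized from green versus red external bead signal; plate controls were DMSO negative control for no effect and cytochalasin-D positive control for full effect; some results beyond the cut were filed as inactive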
E-sel TNF inh – TNF alpha driven E-selectin expression inhibition | HUVEC TNFa-induced E-selectin immunofluorescence, high content | inhibition, % at 2 µM | 120,000 compounds, 0.71% hits;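 active means inhibition above the batch mean plus 3 SD, and confirmed as a hit on visual image review, cut at about 43% in these data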;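 further: 0% = TNF-stimulated DMSO wells and 100% = unstimulated control wells; not every result past the cut was called active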
NPY-Y2 antag – antagonists of human neuropeptide Y receptor Y2 | inhibition, % at 2.7 µM | NPY-Y2 expressing cells, antagonist mode | P49146 | 140,000 compounds, 0.99% hits; in the data active means inhibition above about 17%;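 further: 0% = vehicle with agonist challenge and 100% = reference antagonist with challenge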
Target sequence (P49146 whole entry, looked up): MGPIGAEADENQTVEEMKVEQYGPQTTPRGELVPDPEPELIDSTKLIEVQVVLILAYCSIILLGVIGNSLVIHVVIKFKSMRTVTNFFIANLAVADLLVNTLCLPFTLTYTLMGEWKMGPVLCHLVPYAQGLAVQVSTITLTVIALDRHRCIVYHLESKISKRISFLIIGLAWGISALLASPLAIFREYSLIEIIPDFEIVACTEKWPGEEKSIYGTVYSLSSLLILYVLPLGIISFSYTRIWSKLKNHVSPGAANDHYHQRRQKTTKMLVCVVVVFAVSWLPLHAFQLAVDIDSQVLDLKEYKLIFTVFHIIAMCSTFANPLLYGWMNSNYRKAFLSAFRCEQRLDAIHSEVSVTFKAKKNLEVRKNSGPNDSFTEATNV
BB579 growth dn – yeast BB579 growth reduction in restrictive medium; S. cerevisiae BB579 growth, OD615, 48 h; 140,000 compounds, 0.51% hits; inhibition, % at 10 µM;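 active means inhibition above a set limit, 3 SD over the mean compound inhibition, cut at about 44% in these data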; further: inactives centre near -24
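Detection: OD615 turbidity measurement; Material: Saccharomyces cerevisiae DeaD strain BB579, replicative lifespan model yeast; Timing: 48 h exposure, 30 °C; Doses: single 10 µM dose; Medium: CSMM-D restrictive synthetic medium containing dextrose (glucose); Controls: amphotericin B at 10 µg/mL as positive control.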
GALR2 antag – GALR2 (human) receptor antagonism. GALR2-expressing cells, antagonist mode. O43603. inhibition, % at 4 µM. AID 828. 140,000 compounds, 0.39% hits; in the data active means inhibition above about 27%;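 further: cells stimulated with galanin 1-16 at roughly its EC80; 0% = agonist challenge control and 100% = basal control without agonist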
Target sequence (O43603 whole entry, looked up): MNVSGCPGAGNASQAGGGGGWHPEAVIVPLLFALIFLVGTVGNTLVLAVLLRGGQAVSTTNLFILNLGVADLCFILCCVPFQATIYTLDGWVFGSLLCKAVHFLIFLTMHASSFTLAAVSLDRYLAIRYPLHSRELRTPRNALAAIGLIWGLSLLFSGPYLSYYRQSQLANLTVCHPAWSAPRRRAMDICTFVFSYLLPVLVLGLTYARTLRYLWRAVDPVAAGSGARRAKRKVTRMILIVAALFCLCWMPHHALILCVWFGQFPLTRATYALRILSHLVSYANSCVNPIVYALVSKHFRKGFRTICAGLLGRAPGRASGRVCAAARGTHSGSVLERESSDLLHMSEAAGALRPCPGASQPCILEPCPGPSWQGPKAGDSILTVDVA
MRP1 act – MRP-1 activation | H69AR cells + doxorubicin, viability rescue, CellTiter-Glo | viability increase, % at 10 µM | 140,000 compounds, 0.61% hits | AID 799;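 active means viability gain under doxorubicin at or above a set limit, the compound median plus 3 SD, cut at about 4.7% in these data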;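 further: MRP-1 overexpressing cells given doxorubicin 25 µM after compound pretreatment; 18-22 h compound pretreatment then 72 h with doxorubicin before readout; 0% = doxorubicin-only wells and 100% = vehicle-treated cells without doxorubicin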
Numbers without * were called inactive; nt = no result given; & = joins results of further samples. Rows are unselected. About 6.1% of those tested had a hit in this group.

Start of the data: the first four compounds, to show the layout:
SMILES	Measles CPE	Yeast lifespan up	PTEN del growth	bCat KO growth	Phagocytosis inh	E-sel TNF inh	NPY-Y2 antag	BB579 growth dn	GALR2 antag	MRP1 act
Cc1ccc(S(=O)(=O)N2CC3CCCN3c3ccc(C(F)(F)F)cc32)cc1 (centres undefined)	3	-3	71	67	nt	24	0	-39	-4	-3.0
CCOC(=O)c1c(C)[nH]c(N=Nc2cccc(C)c2)c1C	3	-12	74	73	2	12	-3	-56	-6	-0.4
C=CCn1c(=N)n(CC(=O)OCC)c2ccccc21	2	-2	98	99	1	-7	3	-18	1	-2.2
COc1cc(C(=O)N[C@H](C(=O)NC(C)C23CC4CC(CC(C4)C2)C3)C(C)C)cc(OC)c1OC (some centres undefined)	26	2	77	70	0	27	1	-24	-9	-2.7

Results (from the top)
SMILES	Measles CPE	Yeast lifespan up	PTEN del growth	bCat KO growth	Phagocytosis inh	E-sel TNF inh	NPY-Y2 antag	BB579 growth dn	GALR2 antag	MRP1 act
Cc1ccc(S(=O)(=O)N2CC3CCCN3c3ccc(C(F)(F)F)cc32)cc1 (centres undefined)	3	-3	71	67	nt	24	0	-39	-4	-3.0
CCOC(=O)c1c(C)[nH]c(N=Nc2cccc(C)c2)c1C	3	-12	74	73	2	12	-3	-56	-6	-0.4
C=CCn1c(=N)n(CC(=O)OCC)c2ccccc21	2	-2	98	99	1	-7	3	-18	1	-2.2
COc1cc(C(=O)N[C@H](C(=O)NC(C)C23CC4CC(CC(C4)C2)C3)C(C)C)cc(OC)c1OC (some centres undefined)	26	2	77	70	0	27	1	-24	-9	-2.7
COc1cccc(CNc2ccc(F)c(Cl)c2)c1	3	-15	92	93	0	100*	4	-46	-2	-0.5
CCOC(=O)c1ccc(CSc2nncn2N)o1	25	-9	106	94	-2	8	-2	-36	-10	-2.6
C=C(C)COc1ccc2c3c(c(=O)oc2c1OCC(=C)C)CCC3	16	-9	93	86	-2	nt	5	-47	-3	0.5
COc1ccc(CCN2C(=O)CC(NCc3ccc4c(c3)OCO4)C2=O)cc1OC (centres undefined)	11	-8	100	104	2	nt	8	-15	-9	-0.6
N=C1C(=O)OCC1c1ccccc1NC(=O)CN1CCCCC1 (centres undefined)	2	0	84	92	-1	nt	0	-17	0	-2.1
O=C(Oc1ccc([N+](=O)[O-])cc1)c1cncc(Br)c1	13	-7	101	96	-3	nt	2	0	3	1.6
CN(CC(=O)OCC(=O)Nc1ccccc1)S(=O)(=O)c1ccc(Cl)cc1	18	-4	107	101	0	-4	3	-56	-18	0.4
O=C(NC1CCCCC1)N1CCC(c2nc3ccc(Cl)cc3[nH]2)CC1	nt	-5	80	71	1	-7	0	-64	-12	-1.8
Cc1ccc(OCCn2c(CCNC(=O)C(C)C)nc3ccccc32)cc1	14	-5	83	102	nt	-12	5	13	2	-1.9
CCOc1ccc(-c2cc(C(=O)N3CCN(c4ccccn4)CC3)c3ccccc3n2)cc1	9	-4	22	20	nt	-4	1	-4	-2	-5.2
CN1CC(c2ccccc2)C2(SC(=S)N(Cc3ccco3)C2=O)C12C(=O)Nc1ccccc12 (centres undefined)	20	2	69	61	nt	-10	6	-41	4	-2.8
Cc1ccc(-c2nnc(N3CCN(c4ccccn4)CC3)c3ccccc23)cc1	12	-7	5	3.5*	-5	-30	-1	-70	2	-1.9
CCc1ccc(C2C(C(C)=O)=C(C(=O)OC)Nc3nnnn32)cc1 (centres undefined)	10	-8	91	85	nt	-8	2	-1	14	-2.4
COc1ccccc1C(=O)N1CCNC(=O)C1CC(=O)Nc1cccc(C)c1 (centres undefined)	4	-8	99	104	-2	15	5	-33	-2	-1.3
NS(=O)(=O)c1ccc(NC(=S)N2CCN(c3cccc(Cl)c3)CC2)cc1	20	6	76	74	-2	nt	0	3	4	0.0
CCN1CCN(CC2CC3C=CC2C3)CC1 (centres undefined)	15	4	76	96	nt	nt	2	-5	3	0.2
CCC(=O)Nc1sc2c(c1C(N)=O)CCC2	4	-22	83	95	-1	7	1	-10	3	-3.1
COc1ccc(C2=NOC(C(=O)NCc3ccccn3)C2)cc1 (centres undefined)	42	-16	88	101	-1	19	1	-25	1	-3.1
CSCCC(NC(=O)c1ccc([N+](=O)[O-])cc1Cl)C(=O)OCC(=O)C12CC3CC(CC(C3)C1)C2 (centres undefined)	10	-4	99	82	-7	12	2	-7	-12	-1.4
CCCc1cc(=O)oc2c(C)c3occ(C)c3cc12	5	1	76	72	-2	-13	17	-60	6	-2.7
Cc1n[nH]c(C)c1S(=O)(=O)N1CCCC(C(=O)NCC2COc3ccccc3O2)C1 (centres undefined)	7	-4	91	96	-2	nt	0	-10	1	-1.1
Cc1ccc(/C=C2/Sc3ccccc3N(CC(=O)NCCCOC(C)C)C2=O)cc1	5	3	78	74	-11	16	5	-40	-20	1.9
Cc1cc(NC(=O)CSc2nnc(COc3ccccc3)o2)no1	23	-5	108	104	1	nt	0	-23	-5	-1.0
O=C(COc1ccc(Br)cc1)OCc1nnc(-c2ccccc2)o1	3	-13	105	91	0	2	5	11	-19	-0.6
COc1cccc(OCCCN2CCN(S(=O)(=O)c3ccc(NC(C)=O)cc3)CC2)c1	3	-17	66&61	63	0	-36	-1	16	6	-1.1
O=C(c1ccco1)N1CCN(Cc2ccc(Cl)cc2)CC1	3	7	93	90	nt	-12	3	-21	-1	-0.8
O=C(N1CCCCC1)N1CCN(C(=O)N(c2ccccc2)c2ccccc2)CC1	11	-11	108	99	1	-11	2	15	0	-2.2
O=C(Cc1cccc(C(F)(F)F)c1)NCc1ccc(Cl)cc1	12	-7	82	83	2	nt	7	-7	-6	0.3
CCCCNC(=O)CSc1nc2ccccc2n1S(=O)(=O)c1ccc(Cl)cc1	19	-1	105	91	-8	nt	4	-16	-7	0.5
CN1CCN(c2ccc(NC(=O)c3ccccc3Br)cc2)CC1	21	-9	94	85	0	-30	3	-42	0	-1.1
CCOC(=O)Cc1cc(=O)n2[nH]c(C)c(-c3ccc(Cl)cc3)c2n1	11	-24	29	31	1	-31	3	-47	5	-6.0
O=C(/C=C/c1ccco1)NC(=S)Nc1cccc([N+](=O)[O-])c1	13	-4	39	32	nt	-3	10	-28	-2	-4.7
COc1ccc(C(=O)Nc2c(N)nc(SCC(=O)N3CCCCCC3)[nH]c2=O)cc1OC	8	-9	98	100	nt	-18	4	-58	-3	-1.2
Cc1noc(C)c1COC(=O)CCc1nc2ccccc2s1	15	-8	107	100	0	7	4	-12	3	0.6
Cc1nc2sc(C(c3ccco3)N3CCN(c4cccc(Cl)c4)CC3)c(O)n2n1 (centres undefined)	5	nt	93	92	nt	-20	4	-32	-2	1.1
COC(=O)c1cc(NC(=O)CC2SC(=Nc3ccccc3)N(CCc3c[nH]c4ccccc34)C2=O)cc(C(=O)OC)c1 (centres undefined)	17	4	29	43	-1	-46	-4	-6	-8	-6.3
O=C(O)CCC(=O)c1cccc2ccccc12	6	nt	95	94	-1	-25	8	-36	14	-1.5
Cc1ccc(N(CC(=O)NC2CCC(C)CC2)S(=O)(=O)c2cccnc2)cc1 (centres undefined)	3	-1	95	89	nt	nt	1	-36	-5	0.1
O=C(NCc1ccccn1)C1CCCN(S(=O)(=O)c2ccc(Br)cc2)C1 (centres undefined)	5	-20	95	87	0	-43	3	-21	-3	-3.8
COc1ccc(C(=O)NCc2ccc(Cl)c(Cl)c2)cc1OC	6	0	87	89	-1	4	3	-35	4	-0.1
CCn1c(CNc2cccc(Cl)c2)nnc1SCc1ccccc1	3	-8	72	72	0	4	4	-52	7	-1.2
Cc1ccc(S(=O)(=O)N2CCCC2C(=O)Oc2ccccc2)cc1 (centres undefined)	21	3	100	106	0	-34	1	-8	0	-1.4
CCOc1cc(NC(=O)c2ccco2)c(OCC)cc1NC(=O)COc1ccccc1	18	-13	85	96	0	13	4	-1	-11	-1.1
COc1ccc(/C=C2/N=C(c3cccs3)OC2=O)cc1OC(C)C	14	-7	111	98	1	-10	1	-76	8	-0.7
Cc1cc(S(=O)(=O)N2CCCC2)c(C)s1	5	3	100	95	-1	-8	3	-5	-4	2.1
Cc1nc2cc(NC(=O)N3CC4(C)CC3CC(C)(C)C4)ccc2n1C (centres undefined)	15	-5	98	90	0	-18	2	-21	-5	0.9
CCCCn1c(CNC(C)=O)nc2ccccc21	12	-2	104	92	-1	-4	1	1	-5	-0.8
Cc1ccc(-c2cc(N)n(Cc3ccc(Cl)cc3)n2)cc1	3	-19	47	30	nt	-54	0	-36	-7	-2.5
O=C(NNC(=O)c1cc(O)c(O)c(O)c1)NC1CCCCC1	3	22	73	70	-2	16	0	-15	-2	1.2
Cc1sc(NC(=O)c2ccco2)c(CN2CCCCC2)c1C	15	-6	78	84	0	-31	3	-31	15	-0.9
Clc1ccc(CO/N=C2\CCCc3nonc32)c(Cl)c1	16	-3	88	92	nt	-8	5	-25	8	-0.8
Clc1ccc(-c2nnc(-c3ccc(Br)o3)o2)c(Cl)c1	2	-5	101	99	0	4	2	-27	8	0.1
Cc1cc(C)c(S(=O)(=O)NCC2CCC(C(=O)NCCCN3CCOCC3)CC2)c(C)c1 (centres undefined)	11	-12	79	79	-1	16	0	8	9	0.0
O=C(Cc1ccccc1)Nc1c(C(=O)N2CCOCC2)cnn1-c1ccccc1	1	-9	109	90	3	nt	0	-54	-4	0.2
Cc1ccc(-c2nc(CSCC(=O)N3CCCC3)c(C)o2)cc1	17	-16	78	79	nt	nt	-2	-45	5	-1.7
CNC(=O)CCn1nc(-c2ccc(Cl)cc2)c2ccccc2c1=O	20	-11	95	98	-1	-4	3	-21	2	-1.1
The results go on:
SMILES	Measles CPE	Yeast lifespan up	PTEN del growth	bCat KO growth	Phagocytosis inh	E-sel TNF inh	NPY-Y2 antag	BB579 growth dn	GALR2 antag	MRP1 act
O=S(=O)(/N=C(/Nc1cc(N2CCOCC2)ncn1)c1ccc(F)cc1)c1ccccc1	20	-13	90	91	1	nt	4	-26	-10	-1.1
COc1cc(CNCCc2ccc(S(N)(=O)=O)cc2)ccc1OCC(=O)NC(C)(C)C	10	6	88	85	-3	7	0	-35	-17	-2.1
COc1cc(C2C(C(=O)c3ccco3)=C(O)C(=O)N2c2cc(C)on2)cc(Br)c1O (centres undefined)	43	22	95	91	3	nt	5	8	5	-0.9
O=C(CC1SC(=Nc2ccccc2)N(CCCO)C1=O)Nc1ccc(Cl)cc1 (centres undefined)	19	-5	56	69	-1	-78	-3	-30	8	-3.9
COc1ccc(C)cc1NC(=O)CN(c1ccccc1F)S(C)(=O)=O	4	-12	100	99	-2	nt	1	-4	-1	-0.2
COC(=O)c1ccc(N2C(=O)CC(N(C)Cc3ccccc3)C2=O)cc1 (centres undefined)	21	5	108	97	-2	12	-2	-47	0	-0.5
COc1ccc(C2=CSC3=NCCN23)cc1F	3	-8	99	94	-1	1	0	-9	6	-1.1
